Screening data (PubChem BioAssay)
SNCA viab count – GF-AFC viability counterscreen for inhibitors of alpha-synuclein gene (SNCA) expression; HEK-293-SNCA-luc viability, GF-AFC fluorescence, 24 h; Potency, µM (series often up to 57.1 µM), for inactives: at the top dose activity change, negative = cytotoxicity, hits mostly cytotoxic; actives 0.12% (n = 150,000); AID 1671193, 2021;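 further: potency means the concentration at half of the fitted maximal effect; 0% = DMSO-treated cells and -100% = medium-only wells without cells; nearly all actives have a fitted effect of over 30% in size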
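HEK-293-SNCA-luc cells (1500/well) plated 24 h, then exposed 24 h to a dilution series; GF-AFC added 30 min at 37C, fluorescence 405/540 nm; normalised to medium-only and DMSO wells, Hill fit.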
SNCA expr inhib – Primary qHTS assay for inhibitors of alpha-synuclein gene (SNCA) expression | HEK-293 SNCA-luciferase knock-in, luminescence, 24 h | Potency, µM (series often up to 57.2 µM), for the others: at the highest dose activity change, negative = inhibition, most hits filed as inhibitors | actives 0.17% (n = 140,000);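 further: potency means the concentration at half of the fitted maximal effect; plate controls were DMSO cells for no effect and cell-free wells for full effect; nearly all actives have a fitted effect of over 45% in size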
3T3 cytotox – Cytotoxic Profiling in NIH 3T3 Cell Line of Diverse Libraries Using Quantitative High-Throughput Screening. NIH 3T3 viability, CellTiter-Glo ATP luminescence, 48-72 h. Potency, µM (highest dose often 96.7 µM), for the others: at the top dose activity change, negative = cytotoxicity, actives largely listed as inhibitors. actives 4.3% (n = 94,000). AID 1345082, 2018; further: potency means the concentration at half of the fitted maximal effect; nearly all actives have a fitted effect of over 55% in size
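NIH 3T3 cells at 400 cells/well received 23 nL of compound by pintool and were incubated 48 or 72 h at 37 °C. Viability was read as ATP-coupled CellTiter-Glo luminescence.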
Luciferase inh – Firefly luciferase inhibition profiling of diverse chemical library using quantitative high-throughput screening. purified P. pyralis luciferase, luminescence, biochemical. Luciferin 4-monooxygenase (Photinus pyralis), P08659. AID 1347043, 2019. Potency, µM (doses to about 115 µM), without a hit: top-dose activity change, negative = inhibition, actives largely listed as inhibitors. actives 2.5% (n = 76,000); further: potency means the concentration at half of the fitted maximal effect; nearly all actives have a fitted effect of over 65% in size
Target sequence (P08659 whole entry, looked up): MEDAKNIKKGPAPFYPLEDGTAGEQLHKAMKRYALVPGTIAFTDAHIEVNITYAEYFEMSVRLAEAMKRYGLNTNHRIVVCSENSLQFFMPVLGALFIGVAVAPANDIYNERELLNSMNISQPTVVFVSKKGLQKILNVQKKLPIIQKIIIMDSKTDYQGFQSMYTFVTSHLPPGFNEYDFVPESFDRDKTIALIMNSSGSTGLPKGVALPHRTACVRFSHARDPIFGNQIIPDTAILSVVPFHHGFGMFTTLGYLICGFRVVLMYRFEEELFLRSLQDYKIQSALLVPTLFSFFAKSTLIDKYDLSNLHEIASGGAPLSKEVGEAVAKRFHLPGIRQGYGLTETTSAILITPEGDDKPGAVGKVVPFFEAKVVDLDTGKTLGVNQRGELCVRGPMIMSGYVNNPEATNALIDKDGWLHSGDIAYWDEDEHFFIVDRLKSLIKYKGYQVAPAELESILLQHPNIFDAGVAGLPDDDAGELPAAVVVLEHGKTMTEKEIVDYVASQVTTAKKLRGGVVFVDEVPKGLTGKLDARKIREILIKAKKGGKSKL
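FLuc 10nM, D-luciferin 10uM, ATP 10uM, Mg acetate 10mM, Tris acetate pH 7.5, Tween/BSA; cpd qHTS; enzyme added last; CCD luminescence.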
GPT2 inhibitor – Primary qHTS assay for inhibitors of Glutamate pyruvate transaminase 2 (GPT2); Alanine aminotransferase 2 (Homo sapiens), Q8TD30; Potency, µM (doses to about 57.7 µM), without a hit: top-dose activity change, negative = inhibition, most hits filed as inhibitors; Recombinant GPT2, coupled pyruvate oxidase/HRP Amplex Red fluorescence; AID 1671188, 2021; actives 0.25% (n = 100,000); further: potency means the concentration at half of the fitted maximal effect; nearly all actives have a fitted effect of over 60% in size; many of its hits are not listed in these tables
Target sequence (Q8TD30 whole entry, looked up): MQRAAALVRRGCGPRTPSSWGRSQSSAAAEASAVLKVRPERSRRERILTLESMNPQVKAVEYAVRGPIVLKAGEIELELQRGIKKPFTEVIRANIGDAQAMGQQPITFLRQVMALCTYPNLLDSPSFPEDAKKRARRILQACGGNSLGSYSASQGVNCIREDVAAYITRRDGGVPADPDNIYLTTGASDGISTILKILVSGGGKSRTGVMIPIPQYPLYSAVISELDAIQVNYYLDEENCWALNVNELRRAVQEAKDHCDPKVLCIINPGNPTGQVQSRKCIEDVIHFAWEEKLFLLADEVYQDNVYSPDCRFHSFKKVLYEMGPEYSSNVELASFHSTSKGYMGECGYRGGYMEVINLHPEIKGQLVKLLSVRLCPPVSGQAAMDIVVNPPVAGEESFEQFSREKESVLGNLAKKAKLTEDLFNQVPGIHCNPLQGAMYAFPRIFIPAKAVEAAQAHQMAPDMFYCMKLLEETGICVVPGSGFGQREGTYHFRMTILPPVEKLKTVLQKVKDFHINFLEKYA
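Recombinant GPT2 (10ng/uL) with 250uM a-KG and 2mM L-alanine, 30 min at room temperature, in HEPES pH 7.5 buffer. Pyruvate detected by pyruvate oxidase/HRP/Amplex Red fluorescence after 30 min in the dark; AOA (50uM) as positive control.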
HEK cytotox – Cytotoxic Profiling in HEK 293 Cell Line of Diverse Libraries Using Quantitative High-Throughput Screening. HEK 293 viability, ATP luminescence (CellTiter-Glo), 48-72 h. Potency, µM (highest dose often 115 µM), for the others: top-dose activity change, negative = cytotoxicity, usual class: inhibitors. actives 6.6% (n = 94,000). AID 1345083, 2018; further: potency means the concentration at half of the fitted maximal effect; nearly all actives have a fitted effect of over 60% in size
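Cytotoxicity was scored by loss of ATP-coupled luminescence (CellTiter-Glo) in HEK 293 cells. Compound treatment ran 48 or 72 hr at 37 degree Celsius, 5% CO2, 95% humidity.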
IP6K1 inh – Primary qHTS assay for small molecule inhibitors of Inositol hexaphosphate kinase 1 (IP6K1) | Inositol hexakisphosphate kinase 1 (Homo sapiens), Q92551 | IP6K1 kinase, ADP-Glo luminescence, 2 h; active compounds read low | activity change, % (series mostly up to about 58 µM) | actives 0.81% (n = 140,000); in the data active means activity change below about -25%
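ADP-Glo luminescence measures ADP made by human IP6K1 during a 2 h RT reaction with ATP/IP6 (mix at 1.3 mM/130 uM); top library doses 57.5 and 19.1 uM final.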
Numbers without * were called inactive; i = inactive; ? = inconclusive; / = not tested or not shown; [ ] = another dose, or the depositor's remark. Unless noted, the call rests on the fitted dose curve; in most records, active means well fitted curve in the direction sought with a large enough effect; inconclusive means small, poorly fitted or top-dose-only effect, or another doubt; inactive means no such curve, though single readings can be large; an effect the other way counts as inactive or inconclusive. Unless noted, on the % scale 0 is the no-effect control and ±100 the full control effect.

Preview (5 entries):
Molecule,SNCA viab count,SNCA expr inhib,3T3 cytotox,Luciferase inh,GPT2 inhibitor,HEK cytotox,IP6K1 inh
O=C(CCc1nc2cccnc2n1Cc1ccccc1)NCc1cccc(Cl)c1,-7%,-10%,/,/,/,/,-6
CC(O)(CC(=O)O)CC(=O)O[C@@H]1[C@@H](O)[C@H](OCCc2ccccc2)O[C@H](CO)[C@H]1O (some centres undefined),5%[23.9 µM],/,/,/,i,/,9
CCOc1ccccc1NC(=O)Cn1nnc(C(=O)NCc2cccs2)c1N,-9%,-18%,/,/,/,/,2
O=c1c2ccccc2nc(/C=C/c2cccc3ccccc23)n1-c1ccc(F)cc1F,11%,4%,/,/,/,/,-23
CCn1cc(C(=O)N2CCc3nc(NC)nc(C(=O)N4CCCC4)c3C2)c(C)n1,0%,-3%,-6%,-5%,1%,-22%,-12

The list itself, previewed entries included:
Molecule,SNCA viab count,SNCA expr inhib,3T3 cytotox,Luciferase inh,GPT2 inhibitor,HEK cytotox,IP6K1 inh
O=C(CCc1nc2cccnc2n1Cc1ccccc1)NCc1cccc(Cl)c1,-7%,-10%,/,/,/,/,-6
CC(O)(CC(=O)O)CC(=O)O[C@@H]1[C@@H](O)[C@H](OCCc2ccccc2)O[C@H](CO)[C@H]1O (some centres undefined),5%[23.9 µM],/,/,/,i,/,9
CCOc1ccccc1NC(=O)Cn1nnc(C(=O)NCc2cccs2)c1N,-9%,-18%,/,/,/,/,2
O=c1c2ccccc2nc(/C=C/c2cccc3ccccc23)n1-c1ccc(F)cc1F,11%,4%,/,/,/,/,-23
CCn1cc(C(=O)N2CCc3nc(NC)nc(C(=O)N4CCCC4)c3C2)c(C)n1,0%,-3%,-6%,-5%,1%,-22%,-12
COCC(=O)Nc1ccc([C@H]2OCC(=O)N(C3CCOCC3)[C@@H]2CO)cc1,4%[87.6 µM],1%[87.6 µM],0%[138 µM],0%[172 µM],-13%[88.5 µM],-1%[172 µM],-12
COc1ccc(N2CC(COc3ccccc3)Oc3ncccc3[S+]2(=O)[O-])cc1 (centres undefined),-18%[23.9 µM],-14%[25.6 µM],?,/,3%[27.3 µM],-26%[57.5 µM],17
N#Cc1cccc(C2CCN(c3cc(C4CC4)ncn3)CC2)c1,-15%,-1%,?,-5%,-5%,?,28
O=C(NCCc1cccc(F)c1)C1CCCN(C2CCN(C(=O)C3CC3)CC2)C1 (centres undefined),-15%,22%,2%,0%,-2%,i,-4
CCC1=Nc2cc(C(=O)NCC(C)c3ccccc3)ccc2Sc2ccc(C)cc21 (centres undefined),-1%,?,/,/,/,/,9
Cc1cccc(=O)n1CCC(=O)N1CCn2nc(C(O)C3CC3)cc2C1 (centres undefined),4%,-7%,-4%,10%,i,-1%,-7
COc1cccc(C(=O)NCc2nnc3c(-c4nc(C(C)C)no4)cccn23)c1,-2%,?,-1%,9%,-16%,i,0
CCN(Cc1ccccc1)C(=O)c1cc2ccc3cccnc3c2[nH]1,-9%,-10%,/,/,/,/,7
CCc1ccc(CN(Cc2ccco2)C(=O)COc2ccc(Cl)c(C)c2)cc1,-20%,-9%,/,/,/,/,3
Cc1cc(C(=O)NC2CCCc3c2[nH]c2c(Cl)cccc32)c2c(C)noc2n1 (centres undefined),6%,-11%,?,1%,3%,?,-4
Cn1ncc(N2CCOC(CCNC(=O)c3cccnn3)C2)cc1=O (centres undefined),-6%,7%,2%,3%,3%,-5%,-4
C[C@H]1C[C@H]2[C@@H]3CCC4=CC(=O)C=C[C@]4(C)[C@H]3C(=O)C[C@]2(C)[C@@]1(O)C(=O)CO,-15%[23.9 µM],11%[25.6 µM],/,/,i,/,13
COc1cccc(NC(=O)N[C@H]2CCN(C(=O)CSC)[C@@H]2C(=O)N[C@@H](CCCNC(=O)CSC)C(N)=O)c1,7%,-7%,-18%,2%,-27%,-27%,-4
CCCN1CCC(N2CCC3(CC2)CC2C(=O)N(CC)C(=O)N2C3)CC1 (centres undefined),0%,-18%,3%,/,4%,-5%,11
O=C(NCCc1ccccc1)C1CCN(c2nccc(Nc3ccccc3F)n2)CC1,5%[12.5 µM],17%,?,/,i,?,3
CC(C)(CC(=O)OCC(=O)Nc1ccccc1F)CC1=NS(=O)(=O)c2ccccc2N1,-20%,-3%,/,/,/,/,5
CN(C)C[C@@H]1CN(Cc2ccccn2)C[C@H]1NS(=O)(=O)Cc1ccccc1,3%,-15%,2%,-4%,-12%,-1%,7
CCOc1ccccc1NC(=O)Cn1nnc2sc(-c3ccccc3)cc2c1=O,23%,-26%,/,/,/,/,-8
O=C(c1ccsc1)N1CCCC(c2nc(C3CCOCC3)no2)C1 (centres undefined),14%,24%,-10%,-6%,i,-2%,4
CC(=O)N1CCC(N2CC[C@@H](CO)N(C)c3ncccc3C2)CC1,5%[87.6 µM],1%[87.6 µM],45µM*,3%[172 µM],4%[88.5 µM],?,4
COc1ccc(Cn2ccnc2SCC(=O)Nc2nc3ccccc3s2)cc1,3%,57%[activator],/,/,/,/,2
O=C(C1CCN(S(=O)(=O)N2CCOCC2)CC1)N1CCC(CCOc2ccc(F)cc2)C1 (centres undefined),-4%,-7%,?,/,-10%,45µM*,-4
Cc1nc(-c2ccc(S(=O)(=O)NCc3ccc(N(C)C)cc3)cc2)co1,-20%,-15%,/,/,/,/,-1
Cc1c(CN2CC(Oc3ccccc3C(=O)NCc3ccccc3)C2)cnn1C,-28%,94%[activator],-8%,0%,i,?,11
COc1ccc(NC(=O)CN2C(=O)c3ccccc3Sc3ccc(C(=O)N4CCOCC4)cc32)c(OC)c1,-8%,-6%,/,/,/,/,-15
O=C(Nc1ccc(Br)cc1)c1ccc(Cl)c(S(=O)(=O)N2CCCCCC2)c1,-9%,-9%,/,/,/,/,-2
O=C(Nc1ccccc1)N1CCN([S+](=O)([O-])c2ccc(Cl)nc2)C(=O)C1,-10%,-6%,-16%,/,-10%,i,22
O=C(c1ccc2c(c1)CCCC2)N1CCN(c2nc3ccc(F)cc3s2)CC1,5%,58%[activator],/,/,/,/,35
O=C(c1ccccc1)N1CCCC2(C1)C(=NC1CCCCC1)NC(=O)N2c1cc(F)cc(F)c1 (centres undefined),7%,-18%,-2%,/,-3%,3%,-1
Cc1cc(F)ccc1NC(=O)c1cnc(-c2ccc(F)cc2)nc1-c1ccncc1,?,-18%,-3%,0%,-5%,-6%,-6
COc1cc(OC)cc(C(=O)N2CCCC(n3cc(-c4nc(C(C)C)no4)nn3)C2)c1 (centres undefined),1%,4%,-34%,-1%,-15%,-24%,7
COC(=O)c1ccccc1NC(=O)N1CCC[C@@H](O)[C@H](NC(=O)c2ccc(OCc3c(C)noc3C)cc2)C1,-7%,-11%,40µM*,0%,-2%,?,12
O=C(NCc1cc2n(n1)CCCN(C1CCCCC1)C2)c1cccc(F)c1,-14%,-2%,-15%,-8%,i,1%,4
O=C(CSc1nc2cc(C(=O)NC3CCCC3)ccc2c(=O)n1CC1CCCO1)c1ccc(F)cc1 (centres undefined),-1%,-5%,/,/,/,/,-8
Cc1cccc(NC(=O)c2c(C)cc(C)nc2SCC(=O)Nc2c(C)cc(C)cc2C)c1,-6%,-24%,/,/,/,/,-3
COc1ccccc1N1CCN([C@@H]2[C@H](O)[C@H](CO)O[C@@H]2CNC(=O)c2ccccc2)CC1,8%,-8%,-23%,-10%,i,5%,-4
O=C1CN(Cc2ccc(-c3cnc4c(OCc5ccccc5)nccn34)cc2)CCN1,-14%[87.6 µM],6%[87.6 µM],?,?,i,?,-8
CC(C)(C)NC(=O)[C@H]1CN(Cc2cccnc2)CCN1C[C@@H](O)C[C@@H](Cc1ccccc1)C(=O)N[C@H]1c2ccccc2C[C@H]1O,?,?,/,/,?,/,/
Cc1cccc(N2CCN(C(=O)c3cc(S(=O)(=O)N(C)C)ccc3N3CCCC3)CC2)c1C,-3%,/,/,/,i,/,-13
COc1ccc2nc3oc(C(=O)N(C)c4ccc(Cl)cc4)cc3cc2c1,8%,26%,/,/,/,/,1
COc1ccc(CCNc2nc(SCc3ccc(F)cc3)nc3ccccc23)cc1OC,4%,-1%,/,/,/,/,43
COc1cccc(CC2(CO)CCCN(C(=O)c3cn4ccsc4n3)C2)c1 (centres undefined),-2%,16%,-22%,10%,0%,?,20
COc1ccc(NC(=O)Cn2c(=O)n(CC3CCCO3)c(=O)c3ccccc32)cc1 (centres undefined),?,-16%,/,/,/,/,-10
O=C(O)Cn1ccc2cc(OCC3CCN(C(=O)CCC(F)(F)F)CC3)cnc21,-4%[87.6 µM],-20%[87.6 µM],89µM*,11%[172 µM],?,-11%[172 µM],-7
O=[S+]1([O-])NC2(CCN(CC3CCCCC3)CC2)CNc2ccccc21,-5%,-17%,?,-3%,?,?,23
CCCNC(=O)N1CCC(Cc2ccc(CCNC(C)=O)cc2)CC1,-6%,-1%,?,/,-22%,45µM*,18
COc1cccc(CC(=O)N2CC(c3noc(C4CCCN4C)n3)C2)c1 (centres undefined),-1%[12.5 µM],4%,-10%,-11%,-20%,?,3
CC(C)c1nncn1C1CCN(S(=O)(=O)Cc2ccccc2F)CC1,2%,5%,-26%,-14%,-19%,-3%,5
O=C(NC1CC1)c1ccccc1OC1CN(Cc2ccc(F)cc2Cl)C1,-23%,-25%,?,8%,i,?,-15
Cn1ncc2c(C(=O)N3CCCC3)cc(-c3ccccc3)nc21,2%[87.6 µM],6%[87.6 µM],-28%[138 µM],/,i,?,8
Cn1ncc2c(C(=O)N3CCOCC3)cc(-c3ccccc3C(F)(F)F)nc21,/,/,-19%,/,/,1%,-7
CCCCn1c(=O)c2oc3ccccc3c2n(Cc2ccccc2C)c1=O,12%,10%,/,/,/,/,31
CCc1cc(CC[C@]2(C3CCCC3)CC(O)=C(Cc3nc4nc(C)cc(C)n4n3)C(=O)O2)cc(CC)n1,-2%,/,/,/,i,/,11
